TcdB inh – inhibitors of Clostridioides difficile toxin B glycohydrolase | P18177 | hit rate 0.24% among 350,000 | TcdB glycohydrolase enzymatic assay, plate reader | inhibition, % at 9.99 µM; in the data active means inhibition above about 10%
Target sequence (P18177 whole entry, looked up): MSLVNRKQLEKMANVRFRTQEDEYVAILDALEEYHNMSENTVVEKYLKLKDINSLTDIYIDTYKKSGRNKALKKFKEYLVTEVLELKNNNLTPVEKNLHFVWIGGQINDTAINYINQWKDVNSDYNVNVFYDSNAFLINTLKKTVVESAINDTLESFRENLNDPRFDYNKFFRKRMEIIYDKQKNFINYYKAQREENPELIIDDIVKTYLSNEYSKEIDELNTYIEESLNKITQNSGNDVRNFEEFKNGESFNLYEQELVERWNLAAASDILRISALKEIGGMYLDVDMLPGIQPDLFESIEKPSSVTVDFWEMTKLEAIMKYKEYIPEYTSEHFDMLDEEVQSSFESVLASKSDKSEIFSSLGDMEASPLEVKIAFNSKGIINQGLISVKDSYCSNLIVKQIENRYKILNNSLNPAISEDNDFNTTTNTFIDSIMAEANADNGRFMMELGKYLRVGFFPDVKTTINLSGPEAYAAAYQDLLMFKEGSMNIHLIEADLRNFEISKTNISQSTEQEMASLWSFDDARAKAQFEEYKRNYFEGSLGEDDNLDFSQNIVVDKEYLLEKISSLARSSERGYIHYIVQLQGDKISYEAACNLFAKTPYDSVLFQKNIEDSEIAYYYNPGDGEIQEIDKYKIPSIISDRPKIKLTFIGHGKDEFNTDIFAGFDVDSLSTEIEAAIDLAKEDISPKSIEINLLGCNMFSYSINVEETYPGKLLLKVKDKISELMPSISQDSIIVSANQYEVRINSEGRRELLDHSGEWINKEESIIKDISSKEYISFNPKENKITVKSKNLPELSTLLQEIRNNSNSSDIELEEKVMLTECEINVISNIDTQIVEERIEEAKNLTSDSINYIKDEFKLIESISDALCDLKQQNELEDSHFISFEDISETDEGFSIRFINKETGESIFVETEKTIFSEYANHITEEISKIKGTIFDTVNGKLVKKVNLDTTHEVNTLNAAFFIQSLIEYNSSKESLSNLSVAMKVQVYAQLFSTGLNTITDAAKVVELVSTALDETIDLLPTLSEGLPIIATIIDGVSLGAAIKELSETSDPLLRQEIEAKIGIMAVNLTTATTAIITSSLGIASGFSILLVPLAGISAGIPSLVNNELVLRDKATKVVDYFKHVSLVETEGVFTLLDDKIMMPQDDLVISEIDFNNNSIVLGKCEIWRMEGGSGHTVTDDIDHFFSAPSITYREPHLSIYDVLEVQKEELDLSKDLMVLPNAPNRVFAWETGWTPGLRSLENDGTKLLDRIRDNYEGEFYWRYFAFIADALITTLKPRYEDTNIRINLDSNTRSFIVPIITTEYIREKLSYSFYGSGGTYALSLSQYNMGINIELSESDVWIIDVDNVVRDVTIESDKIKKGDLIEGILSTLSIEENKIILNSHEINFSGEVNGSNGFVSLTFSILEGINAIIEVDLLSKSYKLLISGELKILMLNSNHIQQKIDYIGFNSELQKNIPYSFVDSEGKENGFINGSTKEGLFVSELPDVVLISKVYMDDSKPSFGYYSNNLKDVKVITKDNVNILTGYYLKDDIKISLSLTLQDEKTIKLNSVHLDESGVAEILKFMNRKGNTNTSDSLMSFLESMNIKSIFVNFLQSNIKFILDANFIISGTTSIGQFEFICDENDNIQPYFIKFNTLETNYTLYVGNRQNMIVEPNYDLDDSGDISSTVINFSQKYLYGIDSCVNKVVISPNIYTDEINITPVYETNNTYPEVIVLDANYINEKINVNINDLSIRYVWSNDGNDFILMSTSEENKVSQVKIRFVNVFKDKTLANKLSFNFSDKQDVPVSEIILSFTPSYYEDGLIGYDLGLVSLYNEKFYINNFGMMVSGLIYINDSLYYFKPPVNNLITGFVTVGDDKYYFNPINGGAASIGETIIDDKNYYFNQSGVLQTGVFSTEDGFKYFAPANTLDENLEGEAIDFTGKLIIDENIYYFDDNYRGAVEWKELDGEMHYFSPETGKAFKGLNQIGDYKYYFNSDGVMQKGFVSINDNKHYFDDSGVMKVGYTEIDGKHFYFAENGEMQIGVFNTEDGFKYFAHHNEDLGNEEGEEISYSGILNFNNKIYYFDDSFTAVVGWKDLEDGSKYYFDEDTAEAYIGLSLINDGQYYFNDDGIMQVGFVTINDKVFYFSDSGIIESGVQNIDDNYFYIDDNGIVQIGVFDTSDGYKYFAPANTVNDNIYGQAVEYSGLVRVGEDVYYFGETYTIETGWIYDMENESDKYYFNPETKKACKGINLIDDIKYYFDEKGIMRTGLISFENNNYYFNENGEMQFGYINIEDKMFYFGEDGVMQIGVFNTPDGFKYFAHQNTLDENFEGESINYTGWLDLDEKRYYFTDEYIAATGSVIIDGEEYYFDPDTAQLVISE
Anthrax LF prot – blocks Bacillus anthracis lethal factor protease. AID 588501. hit rate 0.12% among 360,000. P15917. multiplex microsphere protease cleavage assay, LF. inhibition, % at 10 µM; further: plate controls were buffer without enzyme for full effect and enzyme alone for no effect
BoNT F protease – blocks Botulinum neurotoxin F light chain protease; Multiplex microsphere protease cleavage assay, flow cytometry; inhibition, % at 10 µM; hit rate 0.22% among 360,000; in the data active means inhibition above about 35%, passing the limit was not always enough; inconclusive means no clear call, values can overlap the other calls; further: plate controls were buffer without enzyme for full effect and enzyme alone for no effect
Yp Topo-I inh – inhibitors of Yersinia pestis topoisomerase I; Y. pestis Topo-I cleavage product accumulation, plate reader; activity, % at 10 µM; hit rate 0.064% among 360,000; AID 504884; in the data active means activity above about 50%, passing the limit was not always enough; inconclusive means no clear call, values can overlap the other calls; further: inactives centre near 2
PrPC TRFRET – inhibitors of human cell surface prion protein PrPC | P04156 | TR-FRET read-out | inhibition, % at 13.8 µM | hit rate 0.43% among 370,000 | AID 720596; in the data active means inhibition above about 24%; further: 0% = median of the test wells and 100% = reference compound wells
PfHsp40 rescue – restores yeast growth despite PfHsp40 toxicity | S. cerevisiae expressing PfHsp40, growth rescue, ATP luminescence | growth rescue, % at 12.5 µM | hit rate 0.68% among 340,000; in the data active means growth rescue above about 28%, passing the limit was not always enough; inconclusive means no clear call, values can overlap the other calls;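 further: yeast W303a lacking pdr1 and pdr3 grown in galactose medium; growth measured after three days at 30 °C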
CCHF vOTU inh – blocks the CCHF virus ovarian tumor domain protease; CCHFV vOTU protease, Pep-AMC fluorescence; inhibition, % at 11.5 µM; hit rate 0.55% among 370,000; AID 651958; in the data active means inhibition above about 30%; further: 0% = vehicle wells with enzyme and 100% = no enzyme wells
BoNT A protease – BoNT A light chain protease inhibition. multiplex microsphere protease substrate cleavage, flow cytometry. inhibition, % at 10 µM. hit rate 0.17% among 360,000. AID 588499; further: plate controls were buffer without enzyme for full effect and enzyme alone for no effect
FadD28 FP inh – inhibitors of Mycobacterium tuberculosis FadD28 bisubstrate binding; FadD28 bisubstrate probe binding, fluorescence polarization; inhibition, % at 12.5 µM; hit rate 0.22% among 360,000; AID 588549; in the data active means inhibition above about 8.5%, passing the limit was not always enough; inconclusive means no clear call, values can overlap the other calls
* marks the source's active call; other numbers are inactive results; u = inconclusive; x = not tested or not shown; & = joins results of further samples. Unless noted, no stated cut-off is given here; in the data, active means inhibition above about 30%; inconclusive means no clear call, values can overlap the other calls; inactive means below that.

SMILES	TcdB inh	Anthrax LF prot	BoNT F protease	Yp Topo-I inh	PrPC TRFRET	PfHsp40 rescue	CCHF vOTU inh	BoNT A protease	FadD28 FP inh
C[C@H]1CN([C@@H](C)CO)C(=O)Cc2cc(NC(=O)Cc3ccccc3)ccc2O[C@H]1CN(C)C(=O)Nc1cccc2ccccc12	-0.2&6.1	-4	-8	u	-4	-1.3	-3	0.1	-2.0
Cn1cc(S(=O)(=O)NC2CCCCCC2)c(=O)n(C)c1=O	-1.0	-6	6	8	-5	-2.1	-3	3.1	-0.1
COc1ccc(-n2nnnc2CNC(=O)c2ccc3ccccc3c2)cc1	1.0	-4	7	23	-2	0.0	-9	-1.0	-1.0
COC(=O)N1CC(C)N(C(=O)OC)CC1C (configuration not stated)	x	3	0	1	1	1.1	0	0.5	-4.3
Nc1nonc1-n1nnc(C(=O)N/N=C/C=C/c2ccccc2)c1CSC1=NCCS1	1.0	2	-1	-1	-1	x	18	-7.8	-20
O=c1oc2ccccc2c2nccnc12	x	-7	1	2	-1	-0.9	5	-0.4	0.0
Cc1ccc(NC(=O)CNCc2ccccc2)c(Br)c1	0.3	5	-9	-13	2	1.9	6	0.7	-1.3
COc1ccccc1CNC(=O)c1cc(C(C)=O)c[nH]1	0.5	-4	-17	0	-1	-0.7	-5	-1.4	-0.6
CC(=O)c1cccc(OCc2cc(C(=O)N(C)CCc3ccccn3)no2)c1	0.5	-4	-2	-2	3	0.3	-2	5.9	-0.4
COc1ccc(S(=O)(=O)Nc2nc3n(n2)C(c2ccc(Cl)cc2)CC(=O)N3)cc1 (configuration not stated)	x	6	1	-5	6	-1.0	1	-0.3	-1.1
O=C1CNC(=O)/C1=C\N1CCCCC1	0.6	0	6	3	-2	-1.5	3	0.8	0.1
Cc1ccc(S(=O)(=O)N2CCN(C(=O)CSc3ncc(C(F)(F)F)cc3Cl)CC2)cc1	x	-5	4	19	0	4.4	12	0.3	-4.6
COc1cc(OC)nc(Oc2ccccc2C(=O)Oc2ccc(Cl)cc2)n1	1.6	-3	-10	-4	-5	4.5	-19	-0.3	-3.5
CC(NC(=O)c1cccnc1)C(=O)N1CCCCC1 (configuration not stated)	x	0	-5	-8	-3	-1.2	4	0.3	-3.8
CCC(C)c1ccc(NC(=O)C2CC2)cc1 (configuration not stated)	x	0	0	3	6	2.6	6	0.4	-2.1
CN(Cc1ccccc1)C(=O)c1[nH]cnc1C(=O)Nc1ccon1	1.7	-4	0	2	-9	2.4	-4	0.0	-1.9

The last 3 records of the section before come first, to join the parts.
SMILES	TcdB inh	Anthrax LF prot	BoNT F protease	Yp Topo-I inh	PrPC TRFRET	PfHsp40 rescue	CCHF vOTU inh	BoNT A protease	FadD28 FP inh
CC(NC(=O)c1cccnc1)C(=O)N1CCCCC1 (configuration not stated)	x	0	-5	-8	-3	-1.2	4	0.3	-3.8
CCC(C)c1ccc(NC(=O)C2CC2)cc1 (configuration not stated)	x	0	0	3	6	2.6	6	0.4	-2.1
CN(Cc1ccccc1)C(=O)c1[nH]cnc1C(=O)Nc1ccon1	1.7	-4	0	2	-9	2.4	-4	0.0	-1.9
O=C(Nc1ccc(-c2nc3cc(Cl)ccc3o2)cc1)C1CCCO1 (configuration not stated)	x	-8	-16	6	5	0.8	-4	-1.7	2.7
CC(=O)c1cc2c(cc1NS(=O)(=O)c1ccc(C)cc1)OCO2	x	-11	5	11	-5	-1.0	2	8.7	-1.0
CCc1nc(-c2ccccc2O)n(-c2ccccc2)n1	x	5	0	10	-5	-1.1	-4	-0.5	-4.3
O=C(Cn1c(C(=O)NCCCN2CCOCC2)cc2sccc21)c1ccccc1	x	-2	-2	1	-3	0.6	-13	-3.1	-1.3
COc1ccc(CC(=O)NCc2ccc(Cl)cc2)cc1S(=O)(=O)N1CCOCC1	1.1	u	u	-5	3	1.2	-5	u	-3.7
Cc1ccc(NC(=O)CN2C(=O)S/C(=C\c3cccn3-c3cccc(C(=O)O)c3)C2=O)c(C)c1	x	1	4	0	x	0.2	x	0.3	2.4
COCCNC(=O)C(c1cccs1)N(C(=O)Cn1nnc2ccccc21)c1cccc(C(C)=O)c1 (configuration not stated)	x	-2	-5	-4	-1	1.0	-8	1.1	-1.6
O=C(c1ccc(CNc2c(N3CCCC3)c(=O)c2=O)cc1)N1CC=C(c2ccccc2)CC1	0.1	-7	-2	18	-7	0.5	2	-0.7	-3.7
Cc1ccc2oc(C(=O)N3CCN(c4cccc(C)n4)CC3)c(C)c2c1	0.4	2	-13	41	3	3.4	2	-1.7	-4.0
Cc1cc(-c2nnc(SCC(=O)Nc3ccc(C(F)(F)F)cc3)n2C)no1	0.6	-6	u	1	6	0.0	-13	-18	0.1
COCC(C)NC(=O)COc1nncc2ccccc12 (configuration not stated)	1.5	-3	-5	-10	9	0.7	0	-0.2	-2.5
CN(C)Cc1csc(Nc2ccc(C(F)(F)F)cn2)n1	0.9	2	-2	1	-9	x	-2	0.0	-1.3
c1cncc(CNc2ccc3c(c2)OCO3)c1	x	-5	-20	-5	-5	0.0	1	-0.6	-1.9
c1ccc(CNc2nc(N3CCN(Cc4ccccc4)CC3)nc3ccccc23)cc1	1.2	0	u	-2	-21	x	-4	-3.0	-5.5
COc1ccc(-n2cc(CNCCCn3ccnc3)c(-c3ccccc3Cl)n2)cc1	1.5	-2	-15	-10	-15	0.3	8	-0.4	-6.1
Cc1cc(F)ccc1NC(=O)c1ccc(NS(=O)(=O)c2cccs2)cc1	1.2	-4	-7	0	0	x	-10	-0.5	-3.5
Cc1cccc(N(CC(=O)N2CCCC2)S(C)(=O)=O)c1	0.4	-1	-2	5	6	-0.5	9	-5.0	-1.1
COc1cccc(Nc2nc(=O)[nH]nc2C)c1	x	1	-24	3	-4	0.0	-1	0.9	-0.5
CC1=C(C(=O)N2CCCC(C(=O)c3cccc(C(F)(F)F)c3)C2)OCCO1 (configuration not stated)	0.4	0	5	-3	0	-1.1	14	0.9	-2.8
CCCCN(C(=O)C(C)Oc1ccc(Cl)cc1)c1c(N)n(CCCC)c(=O)[nH]c1=O (configuration not stated)	0.8	-1	5	-3	6	-0.2	-11	2.3	-3.0
Cc1ccc(S(=O)(=O)N2CCCC(c3nc(-c4ccc(C)o4)no3)C2)cc1 (configuration not stated)	x	-1	-3	2	6	1.1	-2	-0.7	-3.8
Cc1c(OCC(=O)N2CCC(C(=O)O)CC2)ccc2c3c(c(=O)oc12)CCCC3	-0.7	-6	-17	9	-1	1.5	-23	-0.5	-0.5
Cc1ccc(-c2[nH]ncc2C(=O)c2ccc(Br)cc2)c(O)c1	-0.9	1	-9	9	-3	3.9	14	-1.7	-5.6
COc1ccc2[nH]c(C)c(CCNCc3cn(C)c4ccccc34)c2c1	0.2	2	-20	-22	-2	-0.4	7	1.9	-2.2
O=C(CSc1nc(-c2ccco2)cc(C(F)(F)F)n1)Nc1ccc(C(=O)N2CCCCC2)cc1	0.7	-8	-7	20	2	-0.1	-1	-0.8	-4.1
O=C(NOC(=O)c1ccccc1)c1ccccc1	0.8	x	x	-1	2	239*	-3	x	-2.8
Cc1nn(-c2ccc(F)cc2)c(Cl)c1/C=C/C(=O)N1CCNC(=O)C1	2.1	-3	-3	5	2	0.7	8	0.2	-1.9
O=S1(=O)CCC(S(=O)(=O)N2CCCCCC2)C1 (configuration not stated)	x	0	-28	-7	6	0.2	-1	-0.9	0.5
CCOC(=O)Cc1cnc(NC(=O)Cn2nnc(-c3ccc(OCC)cc3)n2)s1	x	-5	-6	3	-1	-1.0	9	-0.4	1.5
COc1cccc(NC(=S)NCCN2CCOCC2)c1	x	2	6	0	3	-2.7	-12	-0.1	0.1
Fc1ccccc1C(c1nnnn1Cc1ccc2c(c1)OCO2)N1CCN(Cc2ccco2)CC1 (configuration not stated)	x	-2	-24	16	3	0.6	-3	1.1	-0.2
Cc1ccc2cc(CCNC(=O)c3cccs3)c(=O)[nH]c2c1C	1.1	-4	-7	10	2	0.0	-5	-1.4	-3.1
CC12CN(C(=O)c3cccc([N+](=O)[O-])c3)C3(C#N)CC1CCC23C (configuration not stated)	0.4	-11	u	0	-14	-0.6	-10	-6.2	0.6
CCCCC1=CC2=CC(=O)C(C)(OC(=O)CC)C(=O)C2=CN1CC(C)C (configuration not stated)	1.5	4	-8	-8	-10	-1.0	-15	2.4	0.4
Cc1[nH]n(-c2ncc(-c3ccc(Cl)cc3)s2)c(=O)c1C(c1ccc(Cl)cc1)C(C#N)C#N (configuration not stated)	x	-2	-16	-11	x	-1.2	x	0.2	4.4
COc1ccc(-n2c(SCC(=O)Nc3ccccc3)nc3c(c2=O)SCC3)cc1	0.8	-3	-4	13	-10	-0.2	-4	-0.6	-4.3
COc1cc(/C=N/N2CCN(C3c4ccccc4-c4ccccc43)CC2)cc(OC)c1OC	0.9	-2	-5	0	-3	0.8	-1	-0.3	0.7
CN1OC[C@@H]2CN(C(=O)CCc3ccccc3)[C@H](c3ccc(-n4ccnc4)cc3)C[C@@H]21	1.0	-3	2	x	-5	x	-8	0.3	-4.0
[O-][n+]1cc(Cl)cc(Cl)c1	0.7	1	2	4	-2	x	-4	-0.2	-3.1
C/C(N)=C(/C#N)C(=O)COC(=O)CC1CCCC1	x	-3	-6	2	2	0.4	4	-0.9	-1.3
CCN(CC)C(=O)CSc1nnnn1-c1ccc(F)c(Cl)c1	0.1	-7	0	6	0	-1.8	16	0.7	-3.4
Cc1cc2n(n1)C(c1ccccc1Cl)Nc1ccccc1-2 (configuration not stated)	x	-3	-10	-5	6	-0.7	-7	-2.6	-2.1
CCn1c(SCc2nc(-c3ccccc3)no2)nnc1-c1ccco1	x	-4	-6	14	-2	0.0	3	-2.7	-4.0
CC1(C)CN(Cc2ccccc2)C(=O)[C@H]1CC(=O)Nc1ccccc1	-0.9	-2	0	-1	6	x	8	-0.1	-2.6
O=C(O)c1ccc(N2C(=O)Nc3ccccc3N2O)cc1	-0.8	-5	-2	-12	9	-0.2	11	0.2	-2.2
O=C(NC1CC(=O)N(c2cccc(F)c2)C1)C(=O)c1c[nH]c2ccccc12 (configuration not stated)	1.9	x	x	-8	-7	0.3	-4	x	0.4
COc1ccccc1CNC(=O)c1ccc(OC(C)C)cc1	1.6	-1	-1	-3	5	0.2	2	0.6	-0.6
Cc1ccc(S(=O)(=O)N2C[C@H]3[C@H]4C(=O)N(c5ccccc5)C(=O)[C@H]4C[C@H](OC(=O)NCc4ccco4)[C@@]3(O)C2)cc1	2.1	-6	-7	1	-2	x	-1	-0.5	-4.4
Cc1ccc(N2CCN(Cc3ccccc3)CC2=O)c(C)c1	0.7	8	u	6	0	-0.7	11	2.0	1.6
Nc1nc(SCc2ccc(F)cc2)ns1	6.7	-1	-3	1	3	0.5	7	-0.5	1.5
COc1ccc(-c2nc3c(c4nnc(SC(C)C(=O)Nc5ccc(C)cc5)n24)COC(C)(C)C3)cc1 (configuration not stated)	1.1	-2	14	3	-5	1.0	2	0.3	-1.3
CC(=O)Nc1cc(-n2cnnn2)ccc1C	1.7	-8	-13	2	1	-0.7	6	-1.1	-1.7
CS(=O)(=O)c1ccc(C2=C(CNC(=O)c3cccs3)[C@H]3CC[C@@H](C2)N3CCOc2ccccc2)cc1	0.6	-7	-1	3	-12	x	-4	-0.2	-0.1
CN1CCN(c2cc3c(c4c2[nH]c2ccccc24)C(=O)CC(C)(C)C3)CC1	1.8	-10	-8	-23	-17	0.0	-13	3.9	-1.4
O=C(Nc1nc2ccc(Cl)cc2s1)[C@@H]1CCCN1C(=O)c1cccs1	-0.1	0	3	-3	-5	2.2	7	0.6	-4.7

Outcome played no part in choosing rows; overall some 2.3% were active at least once.
